Hck-Nef inh – human Hck-Nef kinase inhibition; P08631; Recombinant Hck-YEEI plus Nef, Z-Lyte FRET kinase assay; inhibition, % at 20 µM; hit rate 0.68% among 220,000;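 active means Hck-Nef kinase inhibition above about 50%, limit read from the data; inactive means inhibition below that limit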;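 further: 0% = DMSO with Hck plus Nef and 100% = Hck alone without Nef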
thrombin 1536 – blocks human thrombin protease activity | AID 1046 | inhibition, % at 5 µM | hit rate 0.26% among 220,000 | P00734 | alpha-thrombin, Boc-VPR-AMC fluorogenic substrate cleavage;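 active means inhibition at or above 40%; inactive means inhibition below 40%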;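 further: 0% = enzyme with no compound and 100% = wells without enzyme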
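Test system: human alpha-thrombin protein / Dosing: one concentration per compound, 5 µM, with 0.2% DMSO / Medium: pH 7.5 Tris-saline with Tween 20 / Benchmarks: no-compound enzyme wells and no-enzyme blanks / Read-out basis: percent inhibition of thrombin substrate cleavage / Timing: reaction at room temperature / Measured by: fluorescence, ex 355 nm, em 460 nm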
zVAD death inh – L929 zVAD cell death inhibition; L929 zVAD necroptosis rescue, ATP luminescence, 24 h; with zVAD 60 µM; viability rescue, % at 10 µM; hit rate 0.38% among 220,000; AID 1377;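 active means activation, scaled between plate controls, above about 75%, limit read from the data; inactive means activation under that limit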;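 further: 0% = zVAD with DMSO and 100% = DMSO alone without zVAD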
FXIa inh – inhibitors of human coagulation factor XIa. inhibition, % at 5 µM. P03951. purified FXIa, Boc-Glu-Ala-Arg-AMC fluorogenic substrate. hit rate 0.14% among 220,000;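 active means inhibition of at least 40%; inactive means inhibition below 40%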;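 further: fluorescence of freed AMC excited at 355 nm; 0% = enzyme without compound and 100% = no enzyme blank; many of its hits are not listed in these tables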
Target sequence (P03951 19-387 limits assumed): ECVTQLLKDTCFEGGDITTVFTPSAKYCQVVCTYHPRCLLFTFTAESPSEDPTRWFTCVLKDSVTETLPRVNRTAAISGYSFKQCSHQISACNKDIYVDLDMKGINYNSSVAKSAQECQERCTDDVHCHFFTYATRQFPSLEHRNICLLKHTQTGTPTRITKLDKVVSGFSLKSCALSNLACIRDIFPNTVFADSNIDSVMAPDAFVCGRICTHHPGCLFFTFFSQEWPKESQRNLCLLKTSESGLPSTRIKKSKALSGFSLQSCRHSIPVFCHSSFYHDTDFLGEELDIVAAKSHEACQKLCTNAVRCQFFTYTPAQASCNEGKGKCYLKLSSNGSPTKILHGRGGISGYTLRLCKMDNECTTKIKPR
Target sequence (P03951 388-625 limits assumed): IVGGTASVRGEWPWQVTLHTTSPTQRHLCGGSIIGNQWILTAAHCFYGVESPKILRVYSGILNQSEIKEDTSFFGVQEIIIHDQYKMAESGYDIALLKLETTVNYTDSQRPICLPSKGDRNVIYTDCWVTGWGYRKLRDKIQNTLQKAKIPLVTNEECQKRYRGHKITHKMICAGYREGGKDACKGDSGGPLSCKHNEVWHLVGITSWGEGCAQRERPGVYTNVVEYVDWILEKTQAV
TNF death inh – inhibitors of TNF-alpha induced necroptosis in Jurkat FADD-/- cells. Jurkat FADD-/- TNF necroptosis rescue, ATP luminescence, 24 h; 0 = TNF only, 100 = no-TNF cells. hit rate 0.068% among 220,000. activation (protection from cell death), % at 10 µM;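 active means activation, meaning protection from cell death, of at least 50% relative to plate controls; inactive means activation below 50%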;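 further: necroptosis triggered by 40 ng/mL TNF-alpha added together with compound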
Rad51 HR inh – Rad51 (human) homologous recombination inhibition; Q06609; hRad51 DNA strand exchange, fluorescence dequenching; inhibition, % at 10 µM; hit rate 0.085% among 200,000; AID 1385;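 active means inhibition above 40% at the single screening dose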;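 further: 0% = DMSO control wells and 100% = blanks with heterologous ssDNA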
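material = hRad51 filaments on single-stranded DNA | reagent = Donor/quencher-labelled 47-bp dsDNA substrate | compound = 10 µM final, single point | schedule = strand-exchange reaction 15 min at room temperature | measured by = fluorescein emission 520 nm, excitation 485 nm | read-out basis = % inhibition versus plate control and blank means | benchmarks = plate controls and plate blanks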
Cl transport mod – modulators of human KCC2 chloride dependent transport; hit rate 2.2% among 190,000; KCC2 cells, thallium flux FluoZin-2 fluorescence; B-score of Tl+ flux slope (higher = more flux/activation; lower = inhibition) at 10 µM; Q9H2X9;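 active means thallium flux slope and its plate-corrected score both differing from the plate sample mean at a set confidence after two filtering rounds, in either direction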;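 further: slope of fluorescence scaled to starting intensity during 10 to 20 s after thallium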
FXIIa inh – blocks human coagulation factor XIIa protease activity; inhibition, % at 5 µM; hit rate 0.3% among 220,000; AID 800; purified FXIIa, Boc-QGR-AMC fluorogenic substrate, 2 h; in the data active means inhibition above about 40%;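 further: 0% = enzyme with no compound and 100% = blank without enzyme; many of its hits are not listed in these tables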
KLK5 inh – kallikrein 5 (human) inhibition. hit rate 0.59% among 210,000. inhibition, % at 5 µM. recombinant hK5, fluorogenic AMC substrate cleavage;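 active means inhibition of 40% or more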;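 further: 0% = enzyme controls without compound and 100% = no-enzyme blanks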
Target sequence (Q9Y337 67-293 limits assumed): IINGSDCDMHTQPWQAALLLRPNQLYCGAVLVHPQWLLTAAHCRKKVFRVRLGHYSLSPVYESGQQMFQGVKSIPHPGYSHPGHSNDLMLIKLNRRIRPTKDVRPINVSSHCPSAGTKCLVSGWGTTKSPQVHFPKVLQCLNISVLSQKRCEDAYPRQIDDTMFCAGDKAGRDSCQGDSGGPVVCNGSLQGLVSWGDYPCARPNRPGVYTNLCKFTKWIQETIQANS
The depositor's hits bear a star; . = not tested or not shown. Some of the compounds tested; count on the stated rates, not on these rows.

SMILES | Hck-Nef inh | thrombin 1536 | zVAD death inh | FXIa inh | TNF death inh | Rad51 HR inh | Cl transport mod | FXIIa inh | KLK5 inh
CCc1ccc(C2C3=C(CC(C)(C)CC3=O)Nc3c2c(=O)[nH]c2nc(C)nn32)cc1 (stereo unspecified) | 0 | -7 | -0.5 | -5 | -2.1 | -4 | -0.9 | -21 | -2
CCOc1ccc(CCNS(=O)(=O)c2cnc[nH]2)cc1OCC | -4 | -14 | 2.9 | -1 | 1.1 | -6 | -0.058 | 12 | -16
COc1ccccc1N1CCN(C(=O)c2ccc(NC(C)=O)cc2)CC1 | 3 | 0 | -0.1 | -9 | -0.4 | 7 | -0.026 | 16 | 7
Cc1ccc(-c2nn(CCC(=O)O)cc2/C=C\C(=O)c2ccc(Br)cc2)cc1 | 17 | . | 70 | 1 | 0.7 | 11 | -1.2 | 5 | -4
COc1ccc(NC(=O)Nc2ccc(CC(=O)O)cc2)cc1 | -25 | -11 | 0.1 | 5 | -0.6 | -1 | 0.46 | 11 | 2
O=C(c1ccc(C#CC2(O)CCCCC2)cc1)N1CCN(C(c2ccccc2)c2ccccc2)CC1 | -20 | -1 | 0.9 | 6 | 1.7 | 1 | -0.83 | 19 | -1
CS(=O)(=O)N(CC(=O)NCCSCc1ccco1)c1ccc2c(c1)OCO2 | -7 | 0 | -0.3 | 1 | 1.5 | 20 | . | 8 | .
NC(=O)NNc1cccc(Cl)n1 | -11 | 9 | -0.9 | 8 | -0.1 | 26 | -0.18 | 11 | 10
Cc1ccc(S(=O)(=O)/C(C#N)=C/c2c(N3CCN(C)CC3)nc3ccccn3c2=O)cc1 | 1 | 5 | 0.0 | 2 | 0.4 | 6 | -0.01 | -1 | 0
COc1ccc(-c2cc(C(F)(F)F)c(C#N)c(SCC(=O)Nc3ccc(C)cc3)n2)cc1 | 5 | 3 | -0.1 | -4 | -0.7 | 0 | -0.018 | -3 | -37
CCN1CCN(C(=O)c2ccccc2NS(=O)(=O)c2ccc(Cl)cc2)CC1 | 0 | 0 | 1.9 | -3 | -0.1 | 0 | -0.61 | 9 | -1
CCOC(=O)NC(=O)/C(C#N)=C\Nc1sccc1C(=O)OC | 8 | 3 | 0.7 | -2 | -1.1 | 2 | -0.28 | 8 | -4
O=S(=O)(/N=C(/Nc1ccc(F)c(F)c1F)c1ccccc1)c1ccccc1 | 4 | -6 | 0.8 | 5 | 1.4 | 7 | -0.072 | 5 | -10
COc1ccc(NC(=O)/C=C/C(=O)O)c(OC)c1 | 19 | -14 | -0.2 | -4 | 2.2 | . | 0.9 | 2 | -5
CC(=O)N1CCC2(CC1)CC(=O)c1cc(OCC(=O)N3CCOCC3)ccc1O2 | -44 | -2 | 0.9 | -6 | 0.6 | 27 | 0.13 | -2 | -3
O=C(CSCc1cccc(CSCC(=O)Nc2ccc3ccccc3c2)n1)Nc1ccc2ccccc2c1 | -23 | -8 | -0.6 | 2 | -0.2 | . | 0.03 | 15 | -13
Cc1c(Cl)cccc1NC(=S)NC1CCN(Cc2ccccc2)CC1 | 2 | -9 | 0.5 | -5 | -4.2 | -1 | -1.8 | 2 | -9
COc1ccc(C(=O)Nc2ccc(S(=O)(=O)Nc3nccnc3OC)cc2)cc1OC | 0 | -5 | 0.3 | -14 | -1.4 | . | 0.23 | -14 | -2
CNS(=O)(=O)c1cc(NC(C)=O)c(C)cc1C | 3 | -1 | 0.0 | 6 | 1.0 | -5 | 0.27 | 13 | -19
O=C(N/N=C/c1ccc(OCc2cnc(Cl)s2)cc1)c1ccncc1 | -8 | 50* | -0.6 | 28 | -0.9 | 5 | 0.33 | 66* | 26
CCOCCCn1c(SCC(=O)Nc2cc(C(C)(C)C)nn2-c2ccccc2)nc2ccccc2c1=O | 2 | 2 | -0.1 | 9 | 5.7 | -25 | 0.49 | 18 | -1
Cc1cc(=O)[nH]c(S)c1C#N | 0 | -5 | 1.6 | -1 | 1.7 | 12 | . | 0 | -3
O=C(CN1CCC(c2nc3ccccc3[nH]2)CC1)NCc1ccc2c(c1)OCO2 | -1 | -4 | 0.9 | 1 | -2.0 | -4 | -0.55 | 7 | 2
CCN(CC)c1ccc(-c2nc3cnccn3c2NC2CCCC2)cc1 | -5 | -6 | 0.9 | -17 | -2.2 | -5 | -1.8 | -14 | -25

The final two records of the section above open the next one:
SMILES | Hck-Nef inh | thrombin 1536 | zVAD death inh | FXIa inh | TNF death inh | Rad51 HR inh | Cl transport mod | FXIIa inh | KLK5 inh
O=C(CN1CCC(c2nc3ccccc3[nH]2)CC1)NCc1ccc2c(c1)OCO2 | -1 | -4 | 0.9 | 1 | -2.0 | -4 | -0.55 | 7 | 2
CCN(CC)c1ccc(-c2nc3cnccn3c2NC2CCCC2)cc1 | -5 | -6 | 0.9 | -17 | -2.2 | -5 | -1.8 | -14 | -25
O=C(OC1Cn2c(=O)ccc(=O)n2C1)c1ccc([N+](=O)[O-])cc1 | 4 | -8 | 0.3 | -2 | 1.4 | 10 | 0.13 | 4 | -14
CCOC(=O)c1c(NC(=O)C2c3ccccc3Oc3ccccc32)sc(C(C)=O)c1C | 2 | -4 | 0.2 | 4 | -14 | -3 | . | 11 | 1
CCOC(=O)c1cc2c(ccn2C)n1CC(=O)N(C)C | 14 | -6 | 2.0 | -2 | -0.6 | 0 | 0.39 | 8 | 1
Cc1ccc2cc(CN(CC3CCCO3)C(=O)Nc3ccccc3F)c3nnnn3c2c1 (stereo unspecified) | 26 | . | 2.0 | 8 | 0.9 | -2 | -0.1 | 11 | 0
Cc1ccc(OCC(=O)NCc2cccnc2)cc1 | 17 | -9 | 0.4 | 0 | 1.4 | -2 | . | 5 | -2
O=C(CCCn1cnc([N+](=O)[O-])n1)Nc1cccc(O)c1 | 21 | -26 | 0.7 | -8 | 6.3 | -5 | 0.3 | 4 | -7
CCCCOc1ccc(C(=O)OC2CC(C)N(C)CC2C)cc1 (stereo unspecified) | -2 | 5 | -0.6 | -4 | 4.9 | -1 | . | -2 | -19
COc1ccc(-n2nnc3c(SCC(=O)Nc4ccccc4F)ncnc32)cc1 | 15 | -7 | 21 | 8 | 1.0 | 0 | -0.076 | 3 | -1
Cc1nnc(N2CCN(Cc3ccccc3)CC2)[nH]c1=O | 0 | 3 | 0.3 | 38 | -1.2 | 2 | 0.57 | 37 | -1
CCCOC(=O)c1ccc(NC(=O)c2ccoc2C)cc1 | 2 | -6 | 2.0 | 0 | -0.5 | 0 | 0.16 | 8 | 12
O=C1C2CCCN2C(c2ccc(F)c(F)c2)N1c1cccc(Cl)c1 (stereo unspecified) | 3 | -3 | 2.3 | -3 | 1.4 | 4 | . | -1 | -12
Cc1nnc(SCC(=O)c2cc(C)n(C3CC3)c2C)s1 | 2 | -4 | -0.4 | -3 | 1.5 | 11 | 0.0047 | 0 | 21
CC(=O)c1cc(F)c(N2CCCCCC2)cc1C | 9 | -3 | -0.6 | 7 | -1.1 | 0 | 0.7 | 15 | -14
CNc1ccc([N+](=O)[O-])cc1-c1nc2ccccc2[nH]c1=O | 28 | 0 | 1.1 | -8 | 1.9 | 19 | 0.016 | 7 | -1
Cc1noc(C)c1COC(=O)c1cccc(S(=O)(=O)N2CCCCCC2)c1 | -6 | 1 | 2.0 | 2 | -7.9 | -2 | -1.6 | 7 | -14
CC(C)(C)NC(=O)CSc1nnnn1C(C)(C)C | 0 | -3 | -0.4 | 0 | 0.0 | -6 | 0.15 | 12 | 5
Cc1ccc(CNc2cnccn2)cc1 | 0 | -7 | 0.6 | -12 | 6.9 | -3 | -0.046 | -14 | -34
CC(Sc1nnc2ccccn12)C(=O)Nc1ccc(Cl)cn1 (stereo unspecified) | -2 | -6 | 0.0 | 1 | 3.8 | -2 | . | 17 | -8
CN(Cc1ccccc1)C(=O)c1nn2cccnc2c1Cl | -2 | 1 | 1.0 | -6 | 0.4 | 1 | -0.71 | -2 | -18
CCCCc1ccc(NC=C2C(=O)OC3(CCCCC3)OC2=O)cc1 | 0 | -5 | 1.3 | -9 | -0.4 | -5 | -1 | -8 | -23
COc1ccccc1CN1C[C@@H]2C[C@@H](c3[nH]c4c(C)cccc4c3C)N3CCC[C@@]23C1=O | -14 | -4 | 3.4 | -4 | -0.3 | -48 | -1.2 | 1 | .
CCCCNC(=O)Nc1nnc(-c2ccccc2)o1 | 10 | 5 | -1.0 | 5 | 1.3 | 1 | -0.7 | 14 | 1
COc1ccccc1-n1c(SCC(=O)Nc2ccc(F)cc2)nc2c(c1=O)SCC2 | -7 | -2 | -0.7 | 5 | 3.5 | -1 | -0.9 | 20 | -9
COc1ccc(/C=C/C(=O)c2ccccc2O)cc1CN1CCOCC1 | 4 | -2 | -1.7 | -13 | -1.1 | -3 | -1.2 | 2 | -24
FC(F)(F)c1ccccc1NC(=S)N1CCN(c2ccccn2)CC1 | 15 | -3 | 2.0 | -5 | -1.2 | -15 | -0.98 | 7 | -12
CCCCn1nc(C(=O)Nc2cc(S(=O)(=O)N(C)C)ccc2C)c2ccccc2c1=O | 31 | -2 | -0.4 | -3 | 1.5 | . | 0.59 | 7 | 5
COC(=O)Cc1c(C)nc2nc[nH]n2c1=O | -1 | 14 | 0.2 | -3 | -0.9 | 5 | 0.45 | 48* | 54*
O=C(Nc1cc(Cl)ccn1)C1CCN(S(=O)(=O)c2cccs2)CC1 | 1 | -1 | -0.2 | 1 | -6.2 | . | -0.23 | 3 | -4
COc1ccc(CC(=O)NC(C)c2nnc(SCC(=O)Nc3nc(C)cs3)n2C)cc1 (stereo unspecified) | 6 | -11 | 0.3 | 25 | -1.3 | -5 | -0.14 | 20 | 0
CCCCOc1ccc(-c2cnc3ccccc3n2)cc1 | 1 | -6 | 0.5 | -1 | 2.1 | 4 | -0.027 | 5 | -24
CCN(CC)C(=O)CSc1nnnn1-c1ccc(F)c(Cl)c1 | 22 | 1 | 0.3 | 2 | 2.2 | 3 | . | 6 | -21
Cc1cccc(C(=O)Nc2sc(-c3ccccc3)cc2C(=O)O)c1 | 25 | -9 | 0.5 | 1 | -1.4 | . | 1.3 | 7 | -2
Cc1cc(C(=O)NNC(=S)NCC(C)C)no1 | 2 | -2 | 0.3 | 0 | -2.0 | -3 | -0.26 | 17 | -9
CCc1nnc(NC(=O)CSc2nnnn2-c2cccc(C(=O)OC)c2)s1 | -1 | -19 | -0.3 | 2 | -0.6 | 1 | -0.39 | -5 | 3
O=C(Oc1ccc(C(=S)N2CCOCC2)cc1)c1ccccc1 | 2 | 1 | 0.8 | -2 | 1.1 | -4 | -0.11 | 3 | -8
COc1ccc(N2CCN(C(=O)c3ccc4c(Cl)c5c(nc4c3)CCCC5)CC2)cc1 | 1 | 0 | . | 1 | -4.9 | 0 | 0.2 | 10 | -9
NC(=O)c1ccsc1NC(=O)c1cc(=O)c2ccccc2o1 | -8 | 1 | . | 9 | -2.2 | . | 0.6 | 11 | -5
O=C(O)c1cccc(NC(=O)C23CC4CC(C2)CC(n2cnc(Cl)n2)(C4)C3)c1 | 3 | 1 | 0.1 | -3 | 0.0 | -1 | -0.00018 | 5 | 4
COc1ccccc1/C=C/C(=O)NC(=S)NC(C)C | 4 | -10 | 0.5 | 4 | 3.5 | 0 | -1.5 | 13 | -14

From PubChem
